Assay outcomes from PubChem.
Alkaline phosphatase: inhibition of tissue-nonspecific alkaline phosphatase – biochemical, luminescent (AID 518) | purified TNAP enzyme, luminescent substrate readout; higher % means a stronger effect | one-dose inhibition, % at 20 µM; IC50 in µM for titrated hits | actives 0.09% (n = 64,000); in the data active = a potency from the dose series; inactive = the rest, 99 in 100 with inhibition below about 22%;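 note: plate controls were vehicle for no effect and reference inhibitor for full effect; many of its hits are not listed in these tables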
HT1080 cytotoxicity: cytotoxicity in HT1080 fibrosarcoma cells, cell-based, fluorescence readout (AID 620) | actives 0.42% (n = 87,000) | HT1080 viability, fluorescence; higher % means a stronger effect | one-dose cytotoxicity, % at 10 µM; EC50 in µM for titrated hits;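 note: cells exposed to compound overnight then 4 h with Alamar Blue; 0% = vehicle DMSO and 100% = killing control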
Spn PMK inh: inhibitors of Streptococcus pneumoniae phosphomevalonate kinase; purified PMK, PK/LDH-coupled NADH absorbance 340 nm; AID 539; inhibition, % at 10 µM; actives 0.49% (n = 65,000);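 active = top-ranked compounds by inhibition in the single 10 µM screen, taking a fixed number of the strongest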;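 note: 0% = full reaction with DMSO carrier and 100% = background rate without enzyme reaction; no value below 0 was filed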
Bfl-1 displacement: displacement of Bid BH3 peptide from Bfl-1 – biochemical, fluorescence polarization, FITC-Bid, mouse, primary screen (AID 432); actives 0.02% (n = 64,000); FITC-Bid BH3 peptide fluorescence polarization displacement; higher % means a stronger effect; displacement, % at 20 µM, or IC50 in µM where a hit was titrated; in the data active = a potency from the dose series; inactive = the rest, 99 in 100 with displacement below about 15%; note: strong numbers were not always called active
HPDE-C7 viability: cytotoxicity in HPDE-C7 cells, cell-based, fluorescence, HTS (AID 430); HPDE-C7 pancreatic duct cells viability, fluorescence; higher % means a stronger effect; cytotoxicity, % at 10 µM; hits with a dose series show EC50 in µM; actives 1.8% (n = 63,000);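 note: cells exposed to compound for 48 hours before viability readout; 0% = vehicle and 100% = reference cytotoxic drug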
Spn DPM-DC inh: inhibitors of Streptococcus pneumoniae diphosphomevalonate decarboxylase; calls only at 10 µM; purified DPM-DC, PK/LDH coupled NADH fluorescence; actives 0.49% (n = 65,000);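 active = the 320 compounds with the highest percent inhibition in the single-dose primary screen, excluding strongly autofluorescent ones, cut at about 32% in these data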;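 note: kinetic rate of NADH fluorescence loss reporting ADP formed by the decarboxylase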
LYP phosphatase: inhibition of human PTPN22 tyrosine phosphatase – biochemical, DiFMUP fluorescence, recombinant catalytic domain, 10 µM, primary screen (AID 606). one-dose inhibition, % at 10 µM; IC50 in µM for titrated hits. recombinant LYP catalytic domain, DiFMUP fluorescence; higher % means a stronger effect. 52,000 tested, under 10 active;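 active = IC50 under 40 µM in the dose-response test; inactive = IC50 of 40 µM or more, or never dose-tested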
Spn MK inh: S. pneumoniae mevalonate kinase inhibition. purified MK, PK/LDH-coupled NADH absorbance 340 nm. inhibition, % at 10 µM. actives 0.48% (n = 65,000);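 active = ranked among the strongest by inhibition in the single 10 µM screen, a fixed top-ranked set picked for dose follow-up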; note: no value below 0 was filed
HPDE-C7K KRASV12: viability loss of HPDE-C7K cells – cell-based, fluorescence, HTS, primary screen (AID 431). HPDE-C7K KRASV12 cells, Alamar Blue viability, 48 h; higher % means a stronger effect. cytotoxicity, % at 10 µM; hits with a dose series show EC50 in µM. actives 1.7% (n = 63,000);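 active = compounds whose percent cytotoxicity in the single-dose primary screen, scaled between solvent and toxic-drug controls, exceeds 50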;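 note: 0% = DMSO solvent wells and 100% = doxorubicin-treated wells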
Spn PMK inh pilot replicates: further read-out of Spn PMK inh, marked with its call; inhibition, %; measured here: pilot screen replicates
Spn MK inh pilot replicates: further read-out of Spn MK inh, marked with its call; inhibition, %; measured here: pilot screen replicates
Spn DPM-DC inh pilot screen %: second read-out of Spn DPM-DC inh, no call of its own (marks repeat the call); inhibition, %; measured here: pilot screen trials
Starred values were filed as active, the others as inactive; i = inactive; nt = not tested or not shown. Cut-off read from the data, not from the text of the source, unless noted: active = cytotoxicity above about 50%; inactive = the rest.

SMILES	Alkaline phosphatase	HT1080 cytotoxicity	Spn PMK inh	Bfl-1 displacement	HPDE-C7 viability	Spn DPM-DC inh	LYP phosphatase	Spn MK inh	HPDE-C7K KRASV12	others
CCOC(=O)c1[nH]c(C)c(C(=O)Nc2ccc3c(c2)OCCO3)c1C	7%	2%	14	1%	3%	i	-6%	2	2%
CCOC(=O)N1CCC(N(CCOC)C(=O)Nc2ccc(CC)cc2)CC1	1%	-8%	18	-2%	2%	i	-1%	0	4%
CC(=O)NC(c1ccco1)c1ccc2cccnc2c1O (stereo not drawn)	-10%	12%	5	4%	31%	i	8%	0	24%
CC1(C)N=C(c2ccc(Cl)cc2Cl)C(=O)N1	4%	3%	10	-1%	-5%	i	nt	8	-1%
COc1ccc(-c2nc(C#N)c(N3CCN(c4cccc(Cl)c4)CC3)o2)cc1OC	16%	30%	18	-4%	10%	i	nt	16	-1%
Cc1ccc(NC(=O)CS(=O)(=O)c2cn(C)c3ccccc23)c(C)c1	8%	nt	0	-1%	7%	i	nt	5	10%
COc1ccc(N2CCN(c3oc(COc4ccccc4Cl)nc3C#N)CC2)cc1	6%	3%	19	10%	-11%	i	4%	12	-2%	Spn PMK inh pilot replicates=4.5;Spn MK inh pilot replicates=0.0;Spn DPM-DC inh pilot screen %=2.5
COc1cc(C(=O)Nc2ccccn2)cc(OC)c1OC	17%	3%	13	-6%	5%	i	-10%	0	22%
CCOc1ccc(-c2nnn(CC(=O)c3ccc4c(c3)OCCO4)n2)cc1	1%	4%	0	-2%	-21%	i	nt	0	2%
CCOCCCNC(=O)c1ccc(OC(C)=O)cc1	9%	10%	10	-3%	-9%	i	6%	5	-14%
COc1cc(C(=O)Nc2nc(N)n(-c3ccccc3)n2)cc(OC)c1OC	9%	6%	10	1%	-17%	i	nt	5	-2%
Nc1nnc(SCC(=O)c2ccccc2)s1	8%	-1%	2	-4%	-4%	i	12%	7	-5%
CC(C(=O)NC1=NCCS1)N1C(=O)c2ccccc2C1=O (stereo not drawn)	14%	-1%	16	-3%	9%	i	nt	0	2%
O=C(OCc1ccc(F)cc1Cl)c1ccccn1	9%	1%	5	-6%	5%	i	-2%	10	-1%
CC(O)Cn1ccccc1=N (stereo not drawn)	15%	6%	4	-7%	-13%	i	-3%	1	-12%
O=C1CC(N2CCN(c3cccc(C(F)(F)F)c3)CC2)C(=O)N1c1ccccc1F (stereo not drawn)	6%	-2%	0	0%	2%	i	-2%	1	7%
COCC(=O)Nc1ccccc1C(=O)NC(C)C	-9%	-10%	10	-7%	-1%	i	2%	6	-1%
COC(=O)C1=C(N)Oc2cc(C)oc(=O)c2C1c1cccnc1 (stereo not drawn)	6%	8%	7	1%	9%	i	nt	1	10%
CNc1oc(Cc2ccccc2)nc1S(=O)(=O)c1ccccc1	9%	11%	0	-3%	-2%	i	7%	8	-9%
Cc1ccc(-n2c(=O)[nH]cc(C(=O)N3CCc4ccccc43)c2=O)cc1	-10%	-8%	12	-9%	-8%	i	14%	10	-12%
CCCS(=O)(=O)N1CCN(S(=O)(=O)c2ccc(F)cc2)CC1	8%	0%	0	-5%	-7%	i	7%	6	-3%
O=C(NCc1cccs1)c1ccc2c(c1)OCCO2	5%	0%	0	-11%	-5%	i	14%	21	-6%
CCn1c(SCC(=O)Nc2cc(OC)c(OC)c(OC)c2)nnc1-c1cccs1	7%	7%	15	-6%	6%	i	8%	6	19%
Nc1ccc2cn[nH]c2c1	12%	nt	4	-8%	-16%	i	nt	3	25%	Spn PMK inh pilot replicates=0.0;Spn MK inh pilot replicates=2.0;Spn DPM-DC inh pilot screen %=0.5
N#Cc1cnn(-c2nc(SCc3ccccc3)nc3sc4c(c23)CCCC4)c1N	5%	-2%	0	-1%	-5%	i	12%	4	-9%
CCOC(=O)Cn1c(=O)c(-c2ccccc2N)nc2ccccc21	18%	3%	17	6%	0%	i	10%	8	13%	Spn PMK inh pilot replicates=2.5;Spn MK inh pilot replicates=1.0;Spn DPM-DC inh pilot screen %=3.0
CCC(C(=O)OC)n1cnc2c(nnn2-c2ccc(OC)cc2)c1=O (stereo not drawn)	5%	-3%	12	8%	-15%	i	9%	5	-11%
c1ccc2oc(NC3=NCN(CC4CCCO4)CN3)nc2c1 (stereo not drawn)	2%	6%	0	0%	-19%	i	14%	3	-23%
CCOC(=O)c1cc(-c2ccc(F)cc2)n(CC(=O)N2CCCC2)c1C	16%	12%	14	-11%	-8%	i	nt	6	-11%
Cc1sc2ncnc(SCc3ccco3)c2c1C	14%	-2%	13	-4%	-13%	i	9%	6	-16%
C1=Nc2c(NCc3ccccc3)ncnc2Oc2ccccc21	10%	3%	11	9%	1%	i	1%	7	8%	Spn PMK inh pilot replicates=3.0;Spn MK inh pilot replicates=4.5;Spn DPM-DC inh pilot screen %=0.5
CCC(NC(=O)NC1=NCCS1)(C(F)(F)F)C(F)(F)F	6%	-1%	21	2%	-1%	i	3%	3	-4%
C=CCc1cccc(/C=N/c2ncccc2O)c1O	0%	-6%	1	1%	12%	i	nt	1	23%
O=C(c1ccco1)N1CCN(S(=O)(=O)c2ccc(F)cc2)CC1	4%	-4%	0	-1%	-12%	i	7%	5	-15%
CCCCSc1nnc(C)c(=O)[nH]1	6%	8%	11	10%	-6%	i	nt	5	-4%
O=C(Oc1ccc(Cl)cc1N1C(=O)CCC1=O)c1ccco1	16%	nt	5	-4%	11%	i	6%	6	14%	Spn PMK inh pilot replicates=5.5;Spn MK inh pilot replicates=0.0;Spn DPM-DC inh pilot screen %=2.5
Cc1nnc(NC(=O)CSc2nnc(-c3ccoc3C)n2CC(C)C)s1	-1%	3%	7	-12%	-1%	i	5%	7	-1%
CCn1c(=O)cc(OCC(=O)NC2CCCCC2)c2ccccc21	4%	-4%	9	-2%	-8%	i	1%	0	-1%	Spn PMK inh pilot replicates=2.0;Spn MK inh pilot replicates=2.5;Spn DPM-DC inh pilot screen %=3.5
c1ccc2ncc(-n3cnnn3)cc2c1	14%	-2%	16	8%	-18%	i	-2%	4	-11%	Spn PMK inh pilot replicates=4.5;Spn MK inh pilot replicates=0.0;Spn DPM-DC inh pilot screen %=0.0
CN=c1sc(C(=O)Nc2cccc(Cl)c2)cc(=O)n1C	2%	6%	5	0%	-1%	i	9%	5	-2%

Looked up one by one from the entries so far:
SMILES	Alkaline phosphatase	HT1080 cytotoxicity	Spn PMK inh	Bfl-1 displacement	HPDE-C7 viability	Spn DPM-DC inh	LYP phosphatase	Spn MK inh	HPDE-C7K KRASV12	others
O=C(Oc1ccc(Cl)cc1N1C(=O)CCC1=O)c1ccco1	16%	nt	5	-4%	11%	i	6%	6	14%	Spn PMK inh pilot replicates=5.5;Spn MK inh pilot replicates=0.0;Spn DPM-DC inh pilot screen %=2.5
Nc1ccc2cn[nH]c2c1	12%	nt	4	-8%	-16%	i	nt	3	25%	Spn PMK inh pilot replicates=0.0;Spn MK inh pilot replicates=2.0;Spn DPM-DC inh pilot screen %=0.5
CCn1c(SCC(=O)Nc2cc(OC)c(OC)c(OC)c2)nnc1-c1cccs1	7%	7%	15	-6%	6%	i	8%	6	19%

(next part)
SMILES	Alkaline phosphatase	HT1080 cytotoxicity	Spn PMK inh	Bfl-1 displacement	HPDE-C7 viability	Spn DPM-DC inh	LYP phosphatase	Spn MK inh	HPDE-C7K KRASV12	others
O=C(Nc1cccc(C(=O)N2CCCCCC2)c1)c1ccco1	9%	-5%	9	3%	-4%	i	-10%	1	-2%
CCOC(=O)c1cccc(NC(=O)CCc2nc(-c3ccc(C)cc3)no2)c1	-2%	-3%	12	-13%	-15%	i	-2%	0	-16%
Cc1cccc(NC(=O)CCN2CC(C)OC(C)C2)c1 (stereo not drawn)	4%	6%	8	-6%	-5%	i	7%	17	-7%
CCOC(=O)CNC(=O)c1c(C)nn(-c2ccccc2)c1Cl	14%	-5%	8	-2%	4%	i	3%	13	6%	Spn PMK inh pilot replicates=0.0;Spn MK inh pilot replicates=3.0;Spn DPM-DC inh pilot screen %=0.0
O=C(c1ccc(S(=O)(=O)N2CCCCC2)cc1)N1CCN=C1SCc1cccnc1	11%	-4%	5	3%	-12%	i	15%	10	2%
CC(=O)CCc1c(C)c2cc(C)ccc2[nH]c1=O	6%	8%	8	0%	-14%	i	nt	11	-2%
O=C(CCSCCC(=O)NCc1cccs1)NCc1cccs1	9%	4%	10	7%	-17%	i	1%	3	-16%
CCS(=O)(=O)N1CCN(Cc2ccccc2OC)CC1	12%	-3%	18	-3%	-14%	i	15%	2	-12%
CCOC(=O)c1c(C)[nH]c(C=Nc2ccccc2)c1O	4%	0%	14	4%	-28%	i	10%	7	-10%	Spn PMK inh pilot replicates=1.5;Spn MK inh pilot replicates=0.0;Spn DPM-DC inh pilot screen %=0.0
COc1ccc(Cc2nnc(SCC(=O)c3ccc(OC)cc3)o2)cc1	9%	1%	0	-4%	1%	i	2%	6	-11%
CC1=C2C(CCS2(=O)=O)CC2(C1)C(=O)OC(C)(C)OC2=O (stereo not drawn)	6%	-6%	4	-3%	2%	i	nt	8	-2%
COc1ccc(N2CCC(CNS(=O)(=O)c3cccc(C(F)(F)F)c3)C2)cc1 (stereo not drawn)	19%	-1%	10	3%	6%	i	4%	1	2%	Spn PMK inh pilot replicates=2.0;Spn MK inh pilot replicates=1.0;Spn DPM-DC inh pilot screen %=1.5
CCN(Cc1ccncc1)C(=O)c1cccc(S(=O)(=O)N2CCOCC2)c1	10%	10%	0	-1%	-9%	i	11%	10	-6%
C=CCN1C(=O)CN=C1Nc1cccc(C)c1	8%	1%	0	1%	-18%	i	-3%	13	-2%
Cc1ccc2c(c1C)NC(=O)C2(O)CC(=O)c1ccc2c(c1)OCO2 (stereo not drawn)	12%	-49%	12	-8%	-29%	i	-11%	6	-32%	Spn PMK inh pilot replicates=2.0;Spn MK inh pilot replicates=0.0;Spn DPM-DC inh pilot screen %=1.0
O=C(c1cccc(F)c1)N1CCN(Cc2c[nH]c3ccccc23)CC1	4%	2%	9	-3%	-9%	i	0%	25	-10%
Cc1nnc(SCc2ccccc2Cl)n1CC1CCCO1 (stereo not drawn)	2%	-7%	12	7%	-12%	i	2%	10	-8%
COc1ccc(C(=O)COC(=O)c2ccc(OC)c(OC)c2)cc1OC	5%	-8%	0	-4%	-5%	i	15%	0	-3%
CCc1nc(SCC(=O)N2CCc3ccccc32)c2oc3ccccc3c2n1	-1%	0%	11	-3%	2%	i	-8%	6	7%
CCOC(=O)c1c(C)n(C)c2ccc(OC)c(NC(=O)CN3CCN(Cc4ccccc4)CC3)c12	-2%	3%	4	-1%	-5%	i	nt	10	-8%
Cc1c(/C(O)=C2/C(=O)C(=O)N(CCN3CCOCC3)C2c2cccnc2)cnn1-c1ccccc1 (stereo not drawn)	12%	0%	3	-2%	-13%	i	6%	11	-12%	Spn PMK inh pilot replicates=0.0;Spn MK inh pilot replicates=3.0;Spn DPM-DC inh pilot screen %=0.0
CCCCC(=O)Nc1ccc(C(=O)N2CCN(c3ccccc3OC)CC2)cc1	-1%	-2%	4	-10%	-9%	i	1%	9	-4%
O=C(C1CCN(S(=O)(=O)N2CCC3(CC2)OCCO3)CC1)N1CCN(Cc2ccccc2)CC1	nt	36%	17	0%	-3%	i	-11%	1	-4%
